Autofluor Jurkat: compound autofluorescence on Jurkat cells, primary screen, artefact control for VLA-4 allosteric ligand project, cell-based, flow cytometry. fluorescence ratio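 (tested at 10 µM compound in the well)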. AID 576, 2007. active compounds read high; 1 = vehicle-only cell background. 0.61% of 24,000 active;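 active = fluorescence ratio above 2.44, which is 1 plus 3 SD of all ratios; inconclusive = signal too bright to measure linearly, ratio around 10 or more; inactive = fluorescence ratio below 2.44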;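 also: green fluorescence of cells measured with 488 nm excitation and 530 nm emission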
LNCaP diff act: activators of LNCaP prostate cell differentiation, primary screen, flow cytometry side scatter; 4 d; side scatter shift, % at 10 µM; AID 795, 2007; 0.56% of 24,000 active;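 active = side scatter shift above 30%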;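 also: androgen-responsive LNCaP prostate cancer cells in charcoal-stripped serum medium; percent of cells past a gate set so DMSO wells show 10% shift; higher shift means more granular cells and more differentiation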
VLA-4 antagonist: inhibitors of LDV-FITC binding to Mn2+-activated VLA-4, primary screen, Jurkat cells; Integrin alpha-4 (Homo sapiens), P13612; LDV-FITC binding with Mn2+, flow cytometry; 100% = Mn2+-driven binding gain fully reversed; inhibition, % at 10 µM (by protocol); 0.2% of 24,000 active; AID 529, 2006;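 active = inhibition above 50%; inconclusive = compound itself fluorescent, judged against control cell fluorescence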;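 also: 0% = Mn2+ stimulated cells lacking compound and 100% = ligand binding without Mn2+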
Target sequence (P13612 whole entry, looked up): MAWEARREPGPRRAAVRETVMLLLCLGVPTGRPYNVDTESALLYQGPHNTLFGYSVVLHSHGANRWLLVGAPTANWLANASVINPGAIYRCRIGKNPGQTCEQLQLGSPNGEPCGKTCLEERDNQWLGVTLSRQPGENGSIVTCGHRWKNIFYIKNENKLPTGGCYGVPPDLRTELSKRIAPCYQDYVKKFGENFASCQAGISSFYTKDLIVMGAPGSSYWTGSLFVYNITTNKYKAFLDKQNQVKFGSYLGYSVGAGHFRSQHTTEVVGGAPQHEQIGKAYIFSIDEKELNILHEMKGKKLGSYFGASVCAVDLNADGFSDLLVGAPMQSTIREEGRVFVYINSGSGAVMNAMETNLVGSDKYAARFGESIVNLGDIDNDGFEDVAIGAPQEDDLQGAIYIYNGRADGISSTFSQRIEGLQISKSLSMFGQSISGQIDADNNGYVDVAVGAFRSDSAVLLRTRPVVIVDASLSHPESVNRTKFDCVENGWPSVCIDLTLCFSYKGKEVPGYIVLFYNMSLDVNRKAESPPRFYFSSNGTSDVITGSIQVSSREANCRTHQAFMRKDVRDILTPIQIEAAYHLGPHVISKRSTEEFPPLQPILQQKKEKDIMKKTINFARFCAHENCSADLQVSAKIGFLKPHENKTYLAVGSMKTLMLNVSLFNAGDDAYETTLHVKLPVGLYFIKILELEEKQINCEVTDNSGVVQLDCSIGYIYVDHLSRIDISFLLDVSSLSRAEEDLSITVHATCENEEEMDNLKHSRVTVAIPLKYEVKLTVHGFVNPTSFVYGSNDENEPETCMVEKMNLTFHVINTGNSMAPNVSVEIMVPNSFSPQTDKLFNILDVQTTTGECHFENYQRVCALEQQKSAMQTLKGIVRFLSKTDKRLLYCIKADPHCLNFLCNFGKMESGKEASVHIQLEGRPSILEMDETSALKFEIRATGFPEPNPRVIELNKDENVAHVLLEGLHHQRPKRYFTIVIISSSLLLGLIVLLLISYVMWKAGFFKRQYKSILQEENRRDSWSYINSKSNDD
VLA-4 allo ag: enhancers of LDV-FITC binding to VLA-4 integrin, primary screen, Jurkat cells, flow cytometry. 24,000 tested, under 10 active. Integrin alpha-4 (Homo sapiens), P13612. activation, % at 10 µM (by protocol);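 active = fluorescent ligand binding to cells raised by more than 40% of the manganese-induced maximum; inconclusive = compound's own fluorescence above 85% of the ligand control signal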;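 also: 0% = ligand binding without compound and 100% = manganese-stimulated maximal binding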
An asterisk follows results filed as active; ? = inconclusive; · = no result given. Some of the compounds tested (hit frequency here may not be typical).

Autofluor Jurkat,LNCaP diff act,VLA-4 antagonist,VLA-4 allo ag,SMILES
1.1,5,-3,1,Clc1ccc(-c2nnc3sc(-c4ccc(Br)o4)nn23)cc1
0.8,11,?,?,CN(C1CCCCC1)S(=O)(=O)c1ccc2c(c1)c(=O)c(C(=O)NCCCN1CCCC1)cn2C
0.94,0,18,-2,c1cc(C2CCCCC2)ccc1Oc1nc(N2CCOCC2)nc(N2CCOCC2)n1
1,15,-8,4,CC1CC(C)CN(C(=O)C(NS(=O)(=O)c2ccc3c(c2)oc(=O)n3C)C(C)C)C1 (stereo not drawn)
0.99,9,-18,6,CSc1nc2ccccc2n1CC(=O)Nc1ccc(C)c(C)c1
1.1,5,-7,9,COc1ccc(NC(=O)C2CC(c3cc(OC)c(OC)c(OC)c3)=NO2)cc1OC (stereo not drawn)
1.1,16,-16,3,O=C(O)C1CCCCC1C(=O)Nc1ccccn1 (stereo not drawn)
0.95,5,-11,-10,CCOc1nc(OCC)nc(N2CCC(C)CC2)n1
1,6,-2,-4,Cn1cccc1Cc1nnc(SCC(=O)NC2CCCC2)n1CCc1ccccc1
1.5,92*,?,?,Cn1c(C(=O)NCCCN2CCN(c3cccc(Cl)c3)CC2)cc2c(=O)n(C)c3ccccc3c21
0.94,15,-5,3,Cc1cccc(NC(=O)CS(=O)(=O)c2cn(C)c3ccccc23)c1
1,12,6,2,O=C(Cc1nn[nH]n1)NCCC1=CCCCC1
0.73,4,-10,15,O=C(Cn1nnc2ccccc21)C1CC1
1.1,8,0,0,Cc1ccc(S(=O)(=O)C(C#N)c2nc3ccccc3nc2OC(C)C)cc1 (stereo not drawn)
1.1,6,-5,5,O=C(COC(=O)c1cncc(Br)c1)NCCC1=CCCCC1
1.2,8,5,-5,Cc1ccnc(NC(=O)Nc2ccc3c(c2)N(C)C(=O)CS3)c1
1.1,9,-17,-5,COc1ccccc1NC(=O)N(Cc1ccccc1)c1ccccn1
1.1,10,-8,4,COc1ccc(-c2ccc(CCC(=O)O)n2NC(=O)c2cccs2)cc1
1,23,-8,2,CCn1c(=O)c2cc(C(=O)Nc3cc(C)on3)sc2c2ccccc21
1.8,7,?,?,Cc1cc(C)c(S(=O)(=O)N2CCN(CCO)CC2)c(C)c1
1.1,4,-8,-1,CC(C)(C)C(=O)CN1CCN(S(=O)(=O)c2ccc(F)cc2)CC1
1.1,2,3,-4,COc1ccc(OC)c(CCNC(=O)CS(=O)(=O)Cc2nc(-c3ccccc3C)oc2C)c1
1.1,21,11,-1,COc1ccc(C(CC(=O)NC(C)(C)C)n2cccc2)cc1 (stereo not drawn)
1.1,14,-1,-2,Cn1c(C(=O)N2COCC2(C)C)cc2c(=O)n3ccccc3nc21
0.99,1,-5,-2,COCCn1c(=O)[nH]c2cc(C(=O)OC)ccc2c1=O
1,10,-22,10,O=C1CCCc2nc(N3CCCCC3)sc21
1.1,27,56*,-24,Cc1cc(O)c(-c2cc(C(=O)Nc3ccc(S(=O)(=O)N4CCOCC4)cc3)[nH]n2)cc1C
1.2,3,?,?,COc1ccc(Cl)cc1NC(=O)C1CSC(c2ccncc2)=N1 (stereo not drawn)
1.1,7,-15,-4,O=C(O)CN1C(=O)COc2cc(S(=O)(=O)N3CCCC3)ccc21
0.95,11,-1,2,NC1=NC(c2ccc(Br)cc2)n2c(nc3ccccc32)N1 (stereo not drawn)
1.1,16,-10,3,CC(=O)Nc1ccc(NC(=O)Cn2cc3c(n2)CCCC3)cc1
1.1,2,?,?,COc1cc(NC(=O)CN2CCN(S(=O)(=O)c3ccc(C(C)C)cc3)CC2)cc(OC)c1
1.1,2,15,-5,CCOc1ccccc1-c1nc(-c2ccc(NC(=O)c3ccc(Br)o3)cc2)no1
1.1,1,9,-2,O=C1C2=C(c3ccccc31)[N+](=O)[C@@H]1CCCC[C@@H]1N2[O-]
1.1,17,-12,5,COc1ccccc1NC(=O)Cc1noc(CSc2cc(C)c3ccccc3n2)n1
1,9,-19,1,COc1ccc(C(=O)NCCn2ccc3ccccc32)cc1
1.1,5,12,-2,O=C(c1cc(-c2ccc3c(c2)OCO3)on1)N1CCN(c2ccc(F)cc2)CC1
0.99,5,-20,-5,CCCOc1ccc(NC2=CC(=O)CC(C)(C)C2)cc1
1.2,7,-38,20,N#CC1=C(N)N(c2ccccc2)C(c2ccco2)C1(C#N)C#N (stereo not drawn)
1,12,-10,0,CCCC(=O)Nc1c2c(nn1-c1ccc(C)cc1C)CSC2
1.1,0,23,0,CCOC(=O)N1CCN(C(=O)c2cnn3c(C)c(Cc4ccc(C)cc4)c(C)nc23)CC1
1.3,18,-1,-3,CC(=O)c1c(N2CCOCC2)nc(=S)n(Cc2ccccc2)c1C
1,2,-16,0,O=C1CC(N2CCC(C(=O)N3CCCCC3)CC2)C(=O)N1 (stereo not drawn)
1.1,21,20,-10,COc1ccc(-c2nc(CS(=O)(=O)CC(=O)Nc3ccc(Cl)cc3)c(C)o2)cc1
1,6,-7,0,COc1ccc(NC(=O)CN(c2ccc(C)cc2)S(C)(=O)=O)c(OC)c1
1.1,6,-13,0,CCOC(=O)N1CCC2(CC1)CC(=O)c1c(ccc3oc(C(=O)O)c(C)c13)O2
0.96,2,12,7,CCC(C)NC(=O)CCCCCn1c(=O)[nH]c2cc(OC)c(OC)cc2c1=O (stereo not drawn)
0.99,22,13,-2,C=C(C)Cn1c(SCC)nc2ccccc2c1=O
1.1,7,12,-9,Cc1nn(Cc2ccccc2)c(C)c1NC(=O)c1cc(-c2ccc3c(c2)OCO3)on1
0.97,10,-19,2,COc1ccc(Cl)cc1S(=O)(=O)N1CCN(c2ccc(F)cc2)CC1

Remaining list, next part
Autofluor Jurkat,LNCaP diff act,VLA-4 antagonist,VLA-4 allo ag,SMILES
0.95,2,-12,0,CC1CCN(S(=O)(=O)c2ccc3[nH]c(=O)c(=O)[nH]c3c2)CC1
1.1,6,2,-6,O=C(Nc1ccccc1C(=O)N1CCN(c2ccccc2)CC1)c1ccco1
1.1,8,40,-8,CCOC(=O)c1oc2cc(O)c(CC)cc2c(=O)c1-c1ccc2c(c1)OCCO2
1,4,2,4,COc1cccc(CNC(=O)C2CCCN(S(=O)(=O)c3cnc[nH]3)C2)c1 (stereo not drawn)
1.1,16,?,?,CCOC(=O)N1CCC(NC(=O)c2cc(S(=O)(=O)N3CCC4(CC3)OCCO4)ccc2F)CC1
1.1,8,19,-5,O=c1[nH]ncc2c3ccccc3n(Cc3ccccc3)c12
0.92,6,-20,8,CCOC(=O)N1CCN(C(=O)COc2ccc(Br)cc2Cl)CC1
2.7*,9,?,?,CCOc1cc(C2C(C(=O)OC)=C(C)N=C3SCCC(=O)N32)ccc1OC(C)=O (stereo not drawn)
1,7,-8,-2,CC(C)CNC(=O)c1ccccc1NC(=O)c1ccc(CN2CCOCC2)cc1
1,7,-6,-8,O=C(c1ccccc1F)N1CCN(Cc2cccc(Cl)c2)CC1

In the list so far, five have a furan ring, fused or not:
Autofluor Jurkat,LNCaP diff act,VLA-4 antagonist,VLA-4 allo ag,SMILES
1.1,5,-3,1,Clc1ccc(-c2nnc3sc(-c4ccc(Br)o4)nn23)cc1
1.1,2,15,-5,CCOc1ccccc1-c1nc(-c2ccc(NC(=O)c3ccc(Br)o3)cc2)no1
1.2,7,-38,20,N#CC1=C(N)N(c2ccccc2)C(c2ccco2)C1(C#N)C#N (stereo not drawn)
1.1,6,-13,0,CCOC(=O)N1CCC2(CC1)CC(=O)c1c(ccc3oc(C(=O)O)c(C)c13)O2
1.1,6,2,-6,O=C(Nc1ccccc1C(=O)N1CCN(c2ccccc2)CC1)c1ccco1

(further entries)
Autofluor Jurkat,LNCaP diff act,VLA-4 antagonist,VLA-4 allo ag,SMILES
0.96,7,-30,0,COc1ccc(N(CC(=O)NCCSC(C)(C)C)S(C)(=O)=O)c(OC)c1
0.98,4,-8,6,O=C(NCCN1CCOCC1)NC1(C(F)(F)F)Oc2ccccc2O1
1.1,9,-17,6,COc1ccc(N2CCN(Cc3nc4ccccc4c(=O)[nH]3)CC2)cc1
1.1,5,9,1,CCCCn1c(SCC(=O)NCC2CCCO2)nc2ccc(N3CCOCC3)cc2c1=O (stereo not drawn)
0.96,2,-26,3,O=C(CSc1ncn[nH]1)c1ccco1
1.1,·,14,-5,COc1ccc2cc3c(N)nn(C(=O)Cc4ccccc4OC)c3nc2c1
1.1,9,-5,2,COC(=O)Cn1c(C)nc2c(sc3nc(C)cc(C)c32)c1=O
0.92,7,-2,-6,CCN(CCCNC(=O)CC1Oc2ccc(C)cc2NC1=O)Cc1ccccc1 (stereo not drawn)
1,1,-18,4,O=C(NCCO)c1cccc2c1C(=O)c1ccccc1-2
1,8,-16,-1,Cc1ccc(-c2ccc(=O)n(CC(=O)NCCN(C)C)n2)cc1
1,5,-21,2,O=C(CNS(=O)(=O)c1cccs1)N1CCc2ccccc2C1
1.1,8,-4,4,O=C(Nc1ccccc1)c1ccc(NCC2CCCO2)c(S(=O)(=O)N2CCOCC2)c1 (stereo not drawn)
0.95,1,-33,6,CCOc1ccc(C(=O)N2CCN(c3ccccc3)CC2)cc1OCC
0.95,10,-10,-2,O=C(CCCC(=O)OCC(=O)NC1CCCC1)Nc1ccccn1
1.2,8,?,?,CCCCN(C)C(=O)c1oc2ccc(S(=O)(=O)N3CCCCCC3)cc2c1C
1,11,2,6,CCOc1ccc(N2CC(C(=O)NCCc3ccc(OC)c(OC)c3)CC2=O)cc1 (stereo not drawn)
0.97,5,-24,2,O=c1[nH]c(/C(=N\O)c2ccccc2)no1
0.97,15,2,-2,COc1cccc(C(=O)N(CN2CCCC2=O)c2cc(C)on2)c1
0.97,5,-30,2,Cn1c(-c2ccc(C(C)(C)C)cc2)n[nH]c1=S
0.98,3,-5,2,CC1=C(C(=O)OC2CCCCC2)C(c2ccco2)n2ncnc2N1 (stereo not drawn)

Overlap with the part before: three entries, followed by the next part.
Autofluor Jurkat,LNCaP diff act,VLA-4 antagonist,VLA-4 allo ag,SMILES
0.97,15,2,-2,COc1cccc(C(=O)N(CN2CCCC2=O)c2cc(C)on2)c1
0.97,5,-30,2,Cn1c(-c2ccc(C(C)(C)C)cc2)n[nH]c1=S
0.98,3,-5,2,CC1=C(C(=O)OC2CCCCC2)C(c2ccco2)n2ncnc2N1 (stereo not drawn)
0.91,9,-5,-7,N#Cc1nc(-c2ccccc2Cl)oc1N1CCOCC1
1,·,7,13,COc1ccc(/C=N/c2nc3ccccc3n2C)cc1OC
1.1,1,1,1,COC(=O)C1CCCN1C(C(=O)NC1CCCCC1)c1ccc(Cl)cc1 (stereo not drawn)
1,6,14,4,COc1ccc(-n2c(=O)c3ccccc3n(CC(=O)Nc3cc(C)on3)c2=O)cc1OC
1,4,0,2,CCC(C(=O)O)n1c(C(F)(F)F)nc2ccccc21 (stereo not drawn)
1.1,5,-13,1,Cc1ccc(C)c(NC(=O)c2ccc3c(c2)N(Cc2ccc(F)cc2)C(=O)CS3=O)c1 (stereo not drawn)
